KCNQ2 inh = KCNQ2 potassium channel inhibitors, primary screen, cell-based, CHO-K1, FluxOR thallium flux, B-score (AID 2156); actives 1.1% (n = 310,000); 20 min; active compounds read low; B-score at 10 µM;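 active = fluorescence ratio B-score at most minus 3 library SDs, with starting brightness B-score within 2 library SDs, cut at about -5.5 in these data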
Kir21 block = inhibitors of mouse Kir2.1 inward-rectifier potassium channel. Inward rectifier potassium channel 2 (Mus musculus), P35561. HEK293-Kir2.1, FluxOR thallium flux fluorescence; active compounds read low. B-score at 10 µM. actives 0.85% (n = 310,000). AID 1672, 2009;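 active = fluorescence ratio B-score at or below minus 3 SD of library scores, with starting-brightness B-score within 2 SD, cut at about -4.2 in these data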;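 note: channel flux triggered by added potassium and thallium sulfate stimulus; B-score of peak minus minimum fluorescence over baseline after thallium stimulus; more negative B-score means stronger Kir2.1 block with less thallium influx; some compounds called inactive have numbers as strong as hits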
Target sequence (P35561 whole entry, looked up): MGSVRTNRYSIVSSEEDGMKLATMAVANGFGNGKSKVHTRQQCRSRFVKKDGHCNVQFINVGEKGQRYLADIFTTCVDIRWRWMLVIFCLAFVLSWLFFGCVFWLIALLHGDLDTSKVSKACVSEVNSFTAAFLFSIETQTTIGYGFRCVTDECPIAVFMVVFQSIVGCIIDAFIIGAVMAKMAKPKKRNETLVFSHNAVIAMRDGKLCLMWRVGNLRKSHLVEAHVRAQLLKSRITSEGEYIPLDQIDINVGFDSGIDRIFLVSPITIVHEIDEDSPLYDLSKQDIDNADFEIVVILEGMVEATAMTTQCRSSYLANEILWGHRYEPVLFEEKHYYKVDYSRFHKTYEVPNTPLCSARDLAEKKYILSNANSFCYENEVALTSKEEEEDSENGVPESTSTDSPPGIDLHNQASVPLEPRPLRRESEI
The depositor's hits bear a star; i = inactive.

| KCNQ2 inh | Kir21 block | SMILES |
| --- | --- | --- |
| i | -0.54 | O=C(COC(=O)/C=C/c1cccs1)Nc1nc(-c2ccccc2)cs1 |
| i | -0.97 | Cc1oc(-c2cccc(F)c2)nc1CN1CCCN(C(=O)c2ccco2)CC1 |
| i | 2.08 | CC(=O)c1cccc(NC(=O)N2CCC(NC(=O)C3CCCCC3)CC2)c1 |
| i | 2.18 | O=C(O)/C(=C\c1cccc(F)c1)c1ccc(S(=O)(=O)N2CCCCC2)s1 |
| i | 0.22 | O=C(CSc1nnc(CNC(=O)c2cccs2)o1)Nc1ccc(F)cc1F |
| i | -0.99 | CN(CCOc1ccccc1)C(=O)c1cc(S(=O)(=O)N2CCOCC2)ccc1Cl |
| i | 0.03 | COc1ccc(/C=C(\NC(=O)c2ccc(OC)cc2)C(=O)N2CCCCC2)cc1 |
| i | -0.35 | CN(C)c1ccc(-n2cc3c(=O)n(C)c(=O)n(C)c3c2)cc1 |
| i | 0.95 | O=C(NCc1ccccc1)c1ccc(S(=O)(=O)Nc2cccc(C(F)(F)F)c2)cc1 |
| i | -0.13 | Cc1ccc(N=C2SCCCN2C(=O)c2ccco2)cc1Cl |
| i | -0.62 | O=c1[nH]c(Nc2ccccc2Cl)cc2ccccc12 |
| i | -0.94 | CCC(=O)Nc1cccc(NC(=O)c2ccccc2Br)c1 |
| i | -2.96 | COc1ccc(Cl)cc1NC(=S)NCCc1ccc(S(N)(=O)=O)cc1 |
| i | 0.69 | Nc1nonc1-n1nnc(C(=O)N/N=C/c2cccc(Cl)c2)c1CSc1ccccc1 |
| i | -1.12 | CCOC(=O)c1cc(COc2cc(Cl)cc(Cl)c2)on1 |
| i | -0.02 | CCOC(=O)C1(Cc2ccccc2C(F)(F)F)CCN(C2CCN(C(C)C)CC2)CC1 |
| i | 1.69 | CN(CC(=O)Nc1ccccc1C(F)(F)F)C(=O)CN1C(=O)C2CCCCC2C1=O (stereo not given) |
| i | -1.8 | CC(/C=C/c1ccccc1)=N/NC(=O)c1cnccn1 |
| i | -0.65 | Cc1ccc(S(=O)(=O)N(C)C)cc1NC(=S)N(CCC#N)Cc1cccnc1 |
| i | -0.1 | CCOC(=O)C1CCCC(NS(=O)(=O)c2ccc(NC(C)=O)cc2)C1 (stereo not given) |
| i | -0.47 | CCOC(=O)c1cc(-c2cccnc2)nn1-c1ccccc1C |
| i | 0.21 | Cc1c(Cl)ccc2sc(NC(=O)C3CC3)nc12 |
| i | -1.53 | COc1ccc(Nc2nc(-c3ccccc3)cs2)cc1 |
| i | 1.66 | C=CCn1c(SCC(=O)c2ccc(OC)cc2)nnc1-c1cc2cccc(OC)c2o1 |
| i | -1.27 | Cc1nc(SCC(=O)NCCc2ccccc2)nc(C)c1C |
| i | 0.41 | Cc1ccc(N2CC(C(=O)NC3CCC(C)CC3)CC2=O)cc1 (stereo not given) |
| i | -0.81 | Cc1ccc(Cl)cc1N1CCN(S(=O)(=O)c2cccc(S(=O)(=O)N3CCCC3)c2)CC1 |
| i | -2.17 | CC(=O)OCCOCn1cnn2c(=O)c(Br)c(C)nc12 |
| i | 0.56 | COc1ccc(CC(=O)NCc2nnc(SCC(=O)Nc3ncc(C)s3)n2C)cc1 |
| i | 0.77 | CCOC(=O)C(NC(=O)c1ccccc1)(Nc1cc(C)on1)C(F)(F)F (stereo not given) |
| i | 0.7 | N#CCSCC(=O)Nc1ccc(F)cc1 |
| i | -0.81 | Nc1ccc(S(=O)(=O)Nc2ccc(Cl)nn2)cc1 |
| i | 2.59 | COc1ccc(CCNC(=O)c2nnc(CS(=O)(=O)c3ccccc3)o2)cc1OC |
| i | -1.17 | CN(C(=O)COc1nnc(-c2cccs2)c(-c2cccs2)n1)c1ccccc1 |
| i | -1.25 | Nc1nc(SCc2cccc(Br)c2)n[nH]1 |
| i | 1.43 | Cc1ccc(N2CCN(S(=O)(=O)N3CCCCC3)CC2)c(C)c1 |
| i | 0.26 | CCOC(=O)c1ccc(NC2c3ccccc3C(=O)N2c2ccc(C)cn2)cc1 (stereo not given) |
| i | -0.03 | COc1cccc(-c2nc3ccccc3c(=O)o2)c1 |
| i | -0.85 | CCOc1cc(-n2cnnn2)c(OCC)cc1NC(=O)c1cnccn1 |
| i | -0.02 | Cc1ccc(S(=O)(=O)/N=C(\c2ccccc2)N(C)S(=O)(=O)c2ccccc2)cc1 |
| i | -0.79 | O=C(CCS(=O)(=O)Cc1ccccc1)NCC1CCCO1 (stereo not given) |
| i | 0.9 | COC(=O)c1nnn(-c2ccc(Cl)c(Cl)c2)c1C(=O)OC |
| i | -0.79 | Nc1cc(N)nc(SCCOc2ccccc2)n1 |
| i | -0.04 | Cc1ccc(/C=C2\SC(=S)N(CCC(=O)Nc3ccc(O)cc3)C2=O)cc1 |
| i | 1.29 | Cc1cc(C)n(C(=O)CCNC(=O)c2ccccc2Cl)n1 |
| i | 1.26 | CCc1nn(CC(=O)NCc2ccccc2Cl)c(=O)c2cccn12 |
| i | -0.24 | COc1cccc(C(C(=O)NC2CCCC2)N(Cc2ccco2)C(=O)c2ccco2)c1OC (stereo not given) |
| i | -0.82 | COc1ccc(C(C)=O)cc1CSc1nncn1C |
| i | 1.38 | O=C(Nc1ccccc1)C1CC=CCC1C(=O)OCC1CCCO1 (stereo not given) |
| i | -1.44 | CCC1(c2ccccc2)NC(=O)N(CC(=O)Nc2ccc(S(=O)(=O)Nc3ncccn3)cc2)C1=O (stereo not given) |
| i | -0.24 | Nc1ccccc1SC1CC(=O)N(c2ccc(Cl)c(Cl)c2)C1=O (stereo not given) |
| i | -0.45 | COc1ccc(NC(=O)Cn2nnc(C(=O)NCc3ccco3)c2N)c(OC)c1 |
| i | -0.42 | CCOC(=O)C1CCN(C(=O)c2ccc(OCC(=O)Nc3ccc(OCC)cc3)c(OC)c2)CC1 |
| i | 0.6 | COC(=O)c1sc(NC(=O)c2c(F)cccc2F)c(C#N)c1C |
| i | 1.58 | CCOC(=O)C1CCN(C(=O)c2cc3c(-c4ccc(OC)c(OC)c4)nn(C)c3s2)CC1 |
| i | -2.75 | COc1ccccc1N(CC(=O)N(CC(C)C)CC(C)C)S(=O)(=O)c1cccs1 |
| i | 0.78 | Clc1ccc(-c2c[n+](Cc3ccc(Br)cc3)c3n2CCCCC3)cc1 |
| i | -0.35 | CCCn1c(SCC(=O)NCCc2ccccc2)nnc1-c1cccnc1 |
| i | -0.32 | O=C(Cn1cnc2c(nc3n2CCCCC3)c1=O)Nc1cccc(C(F)(F)F)c1 |
| i | 0.38 | Cc1cccc(-c2cnn(-c3cccc([N+](=O)[O-])c3)c2N)c1 |

The closing 3 compounds of the section above open the next one:
| KCNQ2 inh | Kir21 block | SMILES |
| --- | --- | --- |
| i | -0.35 | CCCn1c(SCC(=O)NCCc2ccccc2)nnc1-c1cccnc1 |
| i | -0.32 | O=C(Cn1cnc2c(nc3n2CCCCC3)c1=O)Nc1cccc(C(F)(F)F)c1 |
| i | 0.38 | Cc1cccc(-c2cnn(-c3cccc([N+](=O)[O-])c3)c2N)c1 |
| i | -0.54 | NC(=O)c1oc2ccc(Cl)cc2c1N |
| i | -0.04 | CN1c2ccccc2Sc2cc(N)ccc21 |
| i | -0.75 | COc1ccc(NS(=O)(=O)c2c(C)cc(C)cc2C)cn1 |
| i | 0 | COc1cc(/C=C/c2ccc3cccc([N+](=O)[O-])c3n2)ccc1OCC(=O)O |
| i | 2.08 | CCOC(=O)C1(CC2CCCCO2)CCN(S(=O)(=O)c2c(C)nn(C)c2C)CC1 (stereo not given) |
| i | 0.12 | O=C(Cc1ccccc1)NC1CCN(S(=O)(=O)c2ccc(C(=O)O)cc2)CC1 |
| i | 3.41 | COc1ccc(N=Nc2ccc(O)c(P(=O)(c3ccccc3)c3ccccc3)c2)cc1 |
| i | 0.42 | O=C(c1ccoc1)N1CCC2(CC1)Oc1ccc(Cl)cc1C(=O)C21CC(c2cccnc2)=NO1 (stereo not given) |
| i | -15.2* | Clc1ccc(OCCOCCN2CCc3ccccc3C2)c(Cl)c1 |
| i | -0.02 | COc1cc(/C=C/C(=O)O)ccc1OS(=O)(=O)c1ccc(C)cc1 |
| i | -1.21 | CCc1ccc(NC(=O)Cn2ccn(-c3cccc(Cl)c3)c(=O)c2=O)cc1 |
| i | -1.16 | Cc1cc(Br)ccc1-n1[nH]c(C)c(C=Nc2cccc3nsnc23)c1=O |
| i | -0.96 | CCN(CC)CCn1c2c(c(SCC(=O)NCc3ccccc3)nc1=O)CCCC2 |
| i | -0.82 | CC1CCc2c(C(=O)Nc3nccs3)csc2C1 (stereo not given) |
| i | 0.02 | C=CCn1c(SCC(=O)Nc2ccccc2OC)nnc1-c1ccco1 |
| i | 1.54 | CCOC(=O)C1=C(C)NC(C)=C(C(=O)OCC)C1C(=O)O |
| i | 0.81 | CCN(CC)CCNC(=O)CNC(=O)c1nn(-c2ccc(OC)cc2OC)c(=O)c2ccccc12 |
| i | -0.28 | Cc1cccc(-n2cc(-c3ccccc3)[nH]c2=S)c1 |
| i | -0.09 | COCCNC(=O)c1ccc2c(c1)ncn2-c1ccc(C)c(Cl)c1 |
| i | 0.47 | CCOc1cc(/C=N/Nc2nc(Nc3ccccc3)nc(N3CCCCC3)n2)ccc1OCC(=O)O |
| i | -0.01 | O=C(O)c1cc2cc(Cl)cc(Cl)c2oc1=O |
| i | -1.51 | CC(O)CNCCCOc1ccccc1OCc1ccccc1 (stereo not given) |
| i | 1.02 | Cc1ccccc1-n1c(SCC(=O)Nc2c(C)cccc2C)nc(O)cc1=O |
| i | -0.55 | O=C(CCNS(=O)(=O)c1c(Cl)cccc1Cl)OCC(=O)c1ccccc1 |
| i | -1.28 | CCc1ccc(C2C(C#N)=C(N)SC(N)=C2C#N)cc1 |
| i | -1.08 | CS(=O)(=O)c1nc(S(=O)(=O)c2ccc(Cl)cc2)c(NCCCN2CCCC2=O)s1 |
| i | 0.02 | COc1cccc(OC)c1OCCCc1c(C)n[nH]c1C |
| i | -0.33 | COc1ccc(NC(=S)NCCc2c(C)[nH]c3ccc(OC)cc23)cc1 |
| i | 0.04 | CCOc1ccc(-n2c(C)cc(C(=O)CCl)c2C)cc1 |
| i | 0.6 | C=CCNC(=O)CCC(=O)NNc1nc2ccccc2c2nc(-c3ccccc3)nn12 |
| i | -2.11 | O=C(Nc1ccccc1Cc1ccccc1)c1ccc2c(c1)SC1=NS(=O)(=O)CCN12 |
| i | -1.3 | COC(=O)c1c(C(=O)OC)c2cccc3cc(-c4ccccc4)c4ccc1c4n32 |
| i | 1.69 | CC(=O)N1CCc2cc(NS(=O)(=O)c3cccs3)ccc21 |
| i | 0.13 | CNC(=O)c1ccc(CNC(=O)OCC(F)(F)F)cc1 |
| i | 2.49 | Cc1ccc(C)c(C(=O)CSc2nc(C)cc(=O)[nH]2)c1 |
| i | -0.34 | CSc1nc2ccc(NS(=O)(=O)c3ccccc3F)cc2s1 |
| i | 0.61 | CN(CC(=O)N1CCN(Cc2ccccc2)CC1)S(=O)(=O)c1ccc(F)cc1 |
| i | -0.66 | CC(C)CN(C(=O)COC(=O)CNC(=O)c1ccccc1F)C1CCS(=O)(=O)C1 (stereo not given) |
| i | -2.63 | CCC(C)[C@H](NC(=O)NCc1ccccn1)C(=O)OC (stereo not given in full) |
| i | 0.07 | Cc1ccccc1-n1c(SCC(=O)N(C)C2CCS(=O)(=O)C2)nc2ccccc2c1=O (stereo not given) |
| i | -0.39 | O=C(CCNC(=O)c1ccco1)Nc1ccc(OC(F)(F)F)cc1 |
| i | -1.46 | CCOC(=O)c1ccc(NC(=O)C2(c3ccc(Cl)cc3)CCCC2)cc1 |
| i | -1.55 | Cc1ccc(CNC(=O)CCS(=O)(=O)c2ccc(Cl)cc2)cc1 |
| i | 0.07 | O=C(Nc1cc(S(=O)(=O)N2CCOCC2)ccc1N1CCCC1)c1cnccn1 |
| i | -0.14 | CC(=O)C(C(C)=O)c1cc(NS(=O)(=O)c2ccccc2)ccc1NS(=O)(=O)c1ccccc1 |
| i | -1.49 | CCCCCC(=O)NNC1=NCC(Cc2cccc(Cl)c2)S1 (stereo not given) |
| i | 1.07 | COc1ccc(C(=O)Nc2oc(-c3ccccc3)c(-c3ccccc3)c2C#N)cc1OC |
| i | 0.2 | CCOC(=O)C1(Cc2cccc(Cl)c2)CCCN(C(=O)CCNC(C)=O)C1 (stereo not given) |
| i | 1.01 | COCCNC(=O)c1cc2c3ccccc3n(C)c2s1 |
| i | 1 | O=C(Nc1ccccc1)c1cccc2c(Br)cccc12 |
| i | -3.32 | CCOC(=O)c1c(NC(=O)Cn2cnc3sc(C)c(-c4ccccc4)c3c2=O)sc(C)c1C |
| i | -2.44 | CCC(=O)Nc1ccc(NC(=O)c2ccc3ccccc3c2)cc1 |
| i | -1.69 | N=C1C(c2nc(-c3cccc([N+](=O)[O-])c3)cs2)=C(O)CN1NC(=O)c1ccco1 |
| i | -0.83 | CCOC(=O)CNC(=O)CN1C(=O)CC(c2ccco2)Sc2ccccc21 (stereo not given) |
| i | -0.52 | Cn1c(CC(=O)Nc2ccccc2)cc2ccccc21 |
| i | 0.02 | Cc1cc(C)nc(NC(=O)c2csnn2)c1 |
| i | 1.66 | O=C(O)CC(CC(=O)Nc1ccc(-n2ccc(C(F)(F)F)n2)cc1)c1ccccc1 (stereo not given) |

Structural class, the entries above with an NH in an aromatic ring
| KCNQ2 inh | Kir21 block | SMILES |
| --- | --- | --- |
| i | -0.62 | O=c1[nH]c(Nc2ccccc2Cl)cc2ccccc12 |
| i | -1.25 | Nc1nc(SCc2cccc(Br)c2)n[nH]1 |
| i | -1.16 | Cc1cc(Br)ccc1-n1[nH]c(C)c(C=Nc2cccc3nsnc23)c1=O |
| i | -0.28 | Cc1cccc(-n2cc(-c3ccccc3)[nH]c2=S)c1 |
| i | 0.02 | COc1cccc(OC)c1OCCCc1c(C)n[nH]c1C |
| i | -0.33 | COc1ccc(NC(=S)NCCc2c(C)[nH]c3ccc(OC)cc23)cc1 |
| i | 2.49 | Cc1ccc(C)c(C(=O)CSc2nc(C)cc(=O)[nH]2)c1 |
